Screening results: PubChem BioAssay, Emory University Molecular Libraries Screening Center
14-3-3 PPI: modulators of 14-3-3 gamma protein binding, primary screen, biochemical, fluorescence polarization; 14-3-3 protein gamma (Homo sapiens), P61981; FP, 14-3-3gamma / TMR-pS259-Raf peptide binding; inhibition, % at 40 µM; hit rate 0.19% among 160,000; in the data active means inhibition above about 30%;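 further: 0% = protein plus tracer without compound and 100% = blank with tracer alone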
Target sequence (P61981 whole entry, looked up): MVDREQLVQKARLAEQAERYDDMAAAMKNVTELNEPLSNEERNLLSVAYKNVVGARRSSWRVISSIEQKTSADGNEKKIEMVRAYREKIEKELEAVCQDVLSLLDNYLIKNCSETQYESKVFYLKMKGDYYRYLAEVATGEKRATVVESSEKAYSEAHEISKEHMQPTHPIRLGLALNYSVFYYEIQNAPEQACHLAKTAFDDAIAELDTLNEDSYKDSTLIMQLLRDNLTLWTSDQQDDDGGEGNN
Active calls of the source: *; & = joins results of further samples.

SMILES | 14-3-3 PPI
Cc1cc(C)nc(SCc2nc3cccc(C)n3c2Br)n1 | 7.1
CCOc1ccccc1NC(=O)c1c(NCc2cccs2)sc2c1CCC2 | -142.5
CCOC(=O)N1CCC(NC(=O)CCC(=O)c2ccccc2)CC1 | -1.7
CCc1nn(-c2cc(Cl)ccc2OC)c2c1C(=O)CCC2 | -8.8
Cc1cc(N2CCOCC2)nc2ccc(NC(=O)CCC(=O)Nc3ccc(F)cc3)cc12 | 3.3
Cn1c(CN2CCCCC2)nc2cc(NC(=O)c3ccc(F)cc3)ccc21 | 3.3
Cc1ccc(-c2csc3nc(C(C)C)oc(=O)c23)c(C)c1 | -0.1
CC(=O)c1cccc(NC2OC(=O)c3ccccc32)c1 (centres undefined) | -0.7
Nc1c(C(=O)Nc2cccc(F)c2)sc2nc(-c3ccncc3)ccc12 | -5.6
O=C(Nc1cc2cccc([N+](=O)[O-])c2oc1=O)c1ccc(F)cc1 | -9.6
COC(=O)c1c(NC(=O)c2ccncc2)sc2c1CCC2 | -20.3
OC1(Cc2ccn[nH]2)CCCCC1 | -4.2
CN(C)C=Nc1ncc2c([nH]c3ccccc32)c1C#N | -0.4
COc1cccc(OC)c1C(=O)Nc1cc(C)on1 | 1.3
COc1ccc(CCNC(=O)c2ccc(I)cc2)cc1 | -6.0
O=C(NCc1ccc(F)cc1)c1ccc(CS(=O)(=O)Cc2ccc(F)cc2)o1 | 0.6
CCOc1cc(N2CCOCC2)c(OCC)cc1NC(=O)CCC1CCCC1 | -2.0
O=C(Nc1ccc(N2CCOCC2)c(Cl)c1)c1sc2ccccc2c1Cl | -6.5
O=[N+]([O-])c1cc(C(F)(F)F)ccc1NCCN=Cc1cc(Cl)ccc1O | 7.0
COc1ccc(N2CCn3c2nc2c3c(=O)n(C)c(=O)n2C)cc1 | 0.3

The closing 2 records of the part before lead into the next.
SMILES | 14-3-3 PPI
O=[N+]([O-])c1cc(C(F)(F)F)ccc1NCCN=Cc1cc(Cl)ccc1O | 7.0
COc1ccc(N2CCn3c2nc2c3c(=O)n(C)c(=O)n2C)cc1 | 0.3
O=C(Nc1ccc(N2CCOCC2)cc1)c1ccc([N+](=O)[O-])cc1Cl | -15.4
CN1CCN(C(=O)c2ccc3c(=O)n(CCc4ccccc4)c(=S)[nH]c3c2)CC1 | 3.8&-1.3
CCOC(=O)N1CCN(CCC(=O)c2ccc(Cl)cc2)CC1 | -6.3
CCOC(=O)C1C(=O)C=C(c2cccs2)CC1c1cccc([N+](=O)[O-])c1 (centres undefined) | -10.2
O=c1oc2ccccc2n1CCc1ccccc1 | -3.2
CC1CN=C(N(C(=O)Nc2ccccc2)c2ccc(S(=O)(=O)N3CCOCC3)cc2)S1 (centres undefined) | -1.1
CCN1CCN(c2ccc(C(=O)Nc3ccc(Cl)cc3)cc2[N+](=O)[O-])CC1 | -2.2
C=CCOC(=O)C1=C(C)N=C2SCCC(=O)N2C1C=Cc1ccccc1 (centres undefined) | -6.7
Cc1ccc(S(=O)(=O)N2CCOCC2)c(C)c1-n1cnnn1 | -2.8
CCc1cccc(C)c1NC(=O)CC1CCS(=O)(=O)C1 (centres undefined) | -20.2
CCOC(=O)c1ccc2c(c1)NC(=O)C(N1CCN(c3ccc(OC)cc3)CC1)S2 (centres undefined) | 2.5
CCn1c(=NC(=O)c2ccc(S(=O)(=O)N3CC(C)OC(C)C3)cc2)sc2cc(F)ccc21 (centres undefined) | 3.2
CCOc1ccc(-c2cn(-c3cccc(Br)c3)c(=S)[nH]2)cc1 | -235.8
OCCNc1nc(N2CCN(Cc3ccccc3)CC2)nc2ccccc12 | -6.7
O=C(CSc1cn(Cc2ccc(F)cc2)c2ccccc12)N1CCCCC1 | -0.9
Cc1cccc(N2C(=O)c3ccc(NC(=O)c4ccc(Br)cc4)cc3C2=O)c1 | 2.0
COc1ccc(C2C(=O)N(C3CCCCC3)CC(=O)N2Cc2ccc(Cl)cc2)cc1 (centres undefined) | -1.5
CSC1=NCCN1C(=O)C12CC3CC(CC(C3)C1)C2 | 3.1
O=C(c1ccco1)N1CCN(C(=O)C2CCN(S(=O)(=O)c3cccs3)CC2)CC1 | 6.1
CCOC(=O)c1nn(-c2ccc(OC)cc2)c(=O)c2c(N)scc12 | -12.9
Cc1ccc(S(=O)(=O)N(C)Cc2nc(-c3ccncc3)no2)cc1 | 11.8
CCOC(=O)c1ccc(NC(=O)CSc2nc(C)cc(=O)[nH]2)cc1 | -37.9
CCOC(=O)c1c(-c2ccccc2)csc1NC(=O)c1ccc(Br)cc1 | -7.0
Cc1ccc(S(=O)(=O)N2CCN(S(C)(=O)=O)C2C)cc1 (centres undefined) | 1.1
CCCc1oc2ccc(NS(=O)(=O)c3cc([N+](=O)[O-])ccc3Cl)cc2c1C(=O)OCC | -5.7
CCOc1ccc(N2CC(C(=O)Nc3ccccc3F)CC2=O)cc1 (centres undefined) | 2.7
COc1ccc(NC(=O)c2cc3c(CO)cnc(C)c3oc2=O)cc1Cl | -12.1
Cc1ccc(C(=O)Nc2nncs2)cc1[N+](=O)[O-] | -2.1
CCn1c(COc2cccc(OC)c2)nnc1SCC(=O)Nc1cc(OC)ccc1OC | 5.9
Cc1ncc([N+](=O)[O-])n1Cc1ccc(Br)cc1 | -5.5
COc1ccc(-c2nn[nH]n2)cc1OC | -1.1
CCOc1cc([N+](=O)[O-])cc(C=Nc2cccc(-c3nc4cc(C)ccc4o3)c2)c1O | -24.0
Cc1cccc(C(C)(C)C)c1OCCn1ccnc1 | -5.2
Cc1ccc(C2C(C(=O)c3sc(C)nc3C)=C(O)C(=O)N2CCN2CCOCC2)o1 (centres undefined) | -12.2
CC(=O)Oc1ccc(C2C(C(=O)OC3CCCC3)=C(C)NC3=C2C(=O)CCC3)cc1 (centres undefined) | -1.1
COC(=O)c1cnn2c(C)c(Cc3ccccc3Br)c(C)nc12 | -8.7
Cc1ccnc(NC(=O)C(C)N2C(=O)c3ccccc3C2=O)c1 (centres undefined) | 4.3
c1ccc(CCN2CCN(CCc3ccccn3)CC2)nc1 | 6.0
CCN(CC)S(=O)(=O)c1ccc2c(c1)nc(SCC(=O)NC1CC1)n2-c1ccccc1OC | -37.3
CCCc1nc(Nc2nc3ccccc3o2)nc(C)c1C(=O)OCC | 8.8
COc1cccc(NC(=O)N(C2CCCCC2)C(C)c2cccs2)c1 (centres undefined) | 1.8
CS(=O)(=O)c1ccc2nc(NC(=O)CCCN3C(=O)c4cccc5cccc(c45)C3=O)sc2c1 | -30.2
CCOc1ccc(NC(=O)c2c(-c3ccccc3)noc2C)c([N+](=O)[O-])c1 | 0.6
CC(Sc1oc(-c2ccco2)nc1S(=O)(=O)c1ccccc1)c1ccccc1 (centres undefined) | -18.5
COc1ccc(-c2noc(CCC(=O)N3CCN(c4ccccc4OC)CC3)n2)cc1 | -5.3
O=C(Cc1ccccc1)Nc1c2c(nn1-c1ccc([N+](=O)[O-])cc1)CS(=O)(=O)C2 | -2.1
CCN(CC)S(=O)(=O)c1cc(C(=O)NC2CCCCCC2)ccc1Cl | 0.2
Cc1c(C(=O)N2CCCCC2)sc2nc(SCC(=O)C(C)(C)C)n(CCc3ccccc3)c(=O)c12 | -8.1
Cc1cccc(N2CN=c3s/c(=C\c4ccncc4)c(=O)n3C2)c1 | -2.5
O=C(Nc1ccc2c(c1)OCCO2)c1cc2c(=O)n3ccccc3nc2s1 | -7.0

More records
SMILES | 14-3-3 PPI
COc1ccccc1NC(=O)CC1Nc2ccccc2NC1=O (centres undefined) | -10.3
CC1Oc2ccccc2N(CC(=O)Nc2ccc3c(c2)OCO3)C1=O (centres undefined) | -4.3
CCOC(=O)CSCc1c(C#N)c2ccccc2n1C | 0.2
CCOC(=O)Cn1cnc([N+](=O)[O-])c1 | -16.9
Cc1ccc(S(=O)(=O)N2CCC(C(=O)N3CCC(C(=O)NCc4cccnc4)CC3)CC2)cc1 | -10.0
Cc1ccc(S(=O)(=O)NCCC(=O)NCCc2ccccc2Cl)cc1 | -1.8
COc1cccc(N=C2SC(C(=O)Nc3ccc(C)c(Cl)c3)CC(=O)N2C)c1 (centres undefined) | -3.1
Cc1ccc2nc(-c3ccccc3)cc(C(=O)Nc3cccc([N+](=O)[O-])c3)c2c1 | 5.5
COc1cccc(CN2CCN(C(=O)c3ccccc3OC)CC2)c1 | -3.2
CC(CN1CCCC1)OC(=O)c1cccc(Br)c1 (centres undefined) | -0.6
COc1ccc(-c2nn(C)c(=O)c3ccccc23)cc1NC(=O)c1ccc([N+](=O)[O-])cc1 | 2.1
COc1ccc(C(=O)N2CCN(S(=O)(=O)c3ccc(NC(C)=O)cc3)CC2)cc1 | -5.1
O=C1CC(N2CCN(c3ccc(O)cc3)CC2)C(=O)N1c1ccc(Br)cc1 (centres undefined) | 16.9
COc1cccc(NC(=O)C2CCCN2C(=O)OCc2ccccc2)c1 (centres undefined) | 1.2
CCOC(=O)c1[nH]nc(C(=O)c2ccc(Br)cc2)c1O | 1.7
COc1nc(-c2ccc(C)cc2)ccc1-c1noc(-c2ccco2)n1 | -19.7
O=C(Nc1c(O)c2ccccc2[nH]c1=O)c1ccccc1 | -0.5
O=C1c2cccc3c(NCCO)ccc(c23)C(=O)N1CCO | 8.5
CC(C)(C)C1CCc2c(sc(NC(=O)c3ccc(Cl)cc3)c2C(=O)O)C1 (centres undefined) | -12.3
CCC(C)Nc1ncnc2c1cnn2-c1ccc(OC)cc1 (centres undefined) | -1.1
CC1CCCCN1S(=O)(=O)c1ccc2[nH]c(=O)cc(C(=O)NCCCN3CCCCC3)c2c1 (centres undefined) | -3.4
O=C(O)c1nn2c(c1Br)NC(c1ccccc1)CC2C(F)(F)F (centres undefined) | -1.7
CC(C)N1CCN(S(=O)(=O)c2ccccc2)CC1 | -0.5
O=c1c2ccccc2nc(SCc2csc3ccc(Cl)cc23)n1Cc1ccco1 | -2.6
CC(=O)N(Cc1ccco1)C1(C(=O)NC2CCCC2)CCCCC1 | -20.6
Cc1ccc(C(c2c(C)[nH]c3ccccc23)c2c(C)[nH]c3ccccc23)s1 | -35.5
CC(C)(C)NC(=O)c1nn2c(c1Cl)NC(c1ccccc1)CC2C(F)(F)F (centres undefined) | -4.2
CCSC1=C(C#N)C(c2ccc(Cl)cc2)C2=C(CCCC2=O)N1 (centres undefined) | -3.1
CC1CCCCC12NC(=S)N(c1ccccc1)N2 (centres undefined) | -6.2
C=CCOc1nc2c(c(=O)n(C)c(=O)n2C)n1Cc1cccc(Cl)c1 | -3.4
CN1CCN(c2ccccc2NC(=O)c2ccc(OCc3ccccc3)cc2)CC1 | 0.8
COc1cc(OC)cc(-c2nnc(SCC(=O)Nc3cc(C)on3)o2)c1 | -7.8
Brc1ccc(-c2ncnn2-c2ccc(Br)nc2)cc1 | 3.2
O=C(c1cccnc1NCc1ccc(F)cc1)N1CCOCC1 | -7.5
CC(=O)c1ccc(-n2nnnc2SCC(=O)N2CCc3ccccc3C2)cc1 | -0.8
CC(C)NC(=O)C(=O)NCc1cccnc1 | 1.6
COc1ccc(NC(=O)CC2C(=O)N(c3ccccc3)C(=S)N2Cc2ccccc2Cl)cc1 (centres undefined) | -3.7
CCCOC(=O)c1ccc(NS(=O)(=O)c2ccc(CC(C)C)cc2)cc1 | -14.3
CCOC(=O)c1c(NC(=O)C2CCCCC2)sc(C(=O)Nc2cc(C)ccc2C)c1C | 0.4
Cc1ccccc1NS(=O)(=O)c1ccc2c(c1)C(=O)c1cc(S(=O)(=O)Nc3ccccc3C)ccc1-2 | -6.4
CS(=O)(=O)CCC(C(=O)Nc1ccccc1)N1C(=O)c2ccccc2C1=O (centres undefined) | 2.1
CCc1ccc(-c2nc(CN3CCC(C(=O)NCCN(CC)c4ccccc4)CC3)c(C)o2)cc1 | -14.1
COc1ccc(C)cc1NC(=O)C1CCCN(S(=O)(=O)c2cnc[nH]2)C1 (centres undefined) | -4.3
O=C(O)c1cc(S(=O)(=O)NCc2ccco2)c(Cl)cc1Cl | -6.3
CC(C)n1c(SCC(=O)c2ccc3c(c2)OCCO3)nc2c1c(=O)n(C)c(=O)n2C | 0.0
O=S(=O)(c1cccc2nsnc12)N1CCN(C/C=C/c2ccccc2)CC1 | 9.1
OCCN1CCN(CC#CCC(c2ccccc2)c2ccccc2)CC1 | -0.3
COc1ccccc1NC(=O)c1ccc(S(=O)(=O)N2CCOCC2)cc1 | -11.7
Cc1cccc(N2CCN(C(=O)CCCCCn3c(=S)[nH]c4cc5c(cc4c3=O)OCO5)CC2C)c1 (centres undefined) | -6.9
OCCCNc1nnc(-c2ccccc2)c2ccccc12 | 10.7
COc1ccc(OC)c(-n2c(=S)[nH]c3cc(C(=O)NC4CCCCC4)ccc3c2=O)c1 | 0.5
COc1cc(OC)cc(C(=O)Nc2ccc(-c3nc4cc(C(C)C)ccc4o3)cc2)c1 | -8.5
CC(C)Cc1nc2sc3c(NCCCO)ncnc3c2c2c1COC(C)(C)C2 | -1.2

Compounds shown so far that have an NH in an aromatic ring, in the order listed:
SMILES | 14-3-3 PPI
OC1(Cc2ccn[nH]2)CCCCC1 | -4.2
CN(C)C=Nc1ncc2c([nH]c3ccccc32)c1C#N | -0.4
CN1CCN(C(=O)c2ccc3c(=O)n(CCc4ccccc4)c(=S)[nH]c3c2)CC1 | 3.8&-1.3
CCOc1ccc(-c2cn(-c3cccc(Br)c3)c(=S)[nH]2)cc1 | -235.8
CCOC(=O)c1ccc(NC(=O)CSc2nc(C)cc(=O)[nH]2)cc1 | -37.9
COc1ccc(-c2nn[nH]n2)cc1OC | -1.1
CCOC(=O)c1[nH]nc(C(=O)c2ccc(Br)cc2)c1O | 1.7
O=C(Nc1c(O)c2ccccc2[nH]c1=O)c1ccccc1 | -0.5
CC1CCCCN1S(=O)(=O)c1ccc2[nH]c(=O)cc(C(=O)NCCCN3CCCCC3)c2c1 (centres undefined) | -3.4
Cc1ccc(C(c2c(C)[nH]c3ccccc23)c2c(C)[nH]c3ccccc23)s1 | -35.5
COc1ccc(C)cc1NC(=O)C1CCCN(S(=O)(=O)c2cnc[nH]2)C1 (centres undefined) | -4.3
Cc1cccc(N2CCN(C(=O)CCCCCn3c(=S)[nH]c4cc5c(cc4c3=O)OCO5)CC2C)c1 (centres undefined) | -6.9
COc1ccc(OC)c(-n2c(=S)[nH]c3cc(C(=O)NC4CCCCC4)ccc3c2=O)c1 | 0.5

A portion of the library; count on the stated rates, not on these rows.
